NPY-Y2 PAM-ag – potentiators or agonists of human neuropeptide Y receptor Y2. cells expressing NPY-Y2, potentiator/agonist read-out. 220,000 compounds, 0.45% hits. P49146. activation, % at 3.6 µM; in the data active = activation above about 27%;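 also: cells stimulated with NPY near EC25 plus isoproterenol at EC100; 0% = vehicle plus submaximal agonist and 100% = vehicle plus saturating agonist; some results beyond the cut were filed as inactive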
Wee1 stabilizer – blocks degradation of human Wee1 kinase. HeLa Luc-Wee1K328M stability, luciferase luminescence; 100% = proteasome inhibitor MG132 effect. reporter increase, % at 5 µM. 220,000 compounds, 1.2% hits;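 active = activation above the mean of all tested compounds plus 3 SD, set per screening run, cut at about 8.8% in these data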;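 also: cells exposed to compound for 20 h before luminescence read; 0% = DMSO alone and 100% = MG132 at 30 µM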
S1P4 antagonist – human S1P4 receptor antagonism; O95977; AID 1510; 220,000 compounds, 0.26% hits; inhibition, % at 4.98 µM; S1P4-expressing cells, antagonist mode, reporter read-out; in the data active = inhibition above about 29%;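 also: 0% = wells stimulated with agonist and 100% = vehicle wells without agonist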
Ba/F3 V617F tox – lowers viability of Ba/F3 cells expressing EpoR and JAK2V617F; ATP luminescence; inhibition, % at 5.6 µM; 220,000 compounds, 1.1% hits; AID 1446;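 active = inhibition above the campaign mean plus 3 SD over all tested compounds, cut at about 24% in these data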;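 also: cytokine-independent growth of Ba/F3 cells driven by EpoR plus mutant JAK2; 0% = DMSO-treated cells and 100% = JAK inhibitor I control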
BaF3 parental – reduces parental Ba/F3 cell viability, JAK2V617F counter-screen; CellTiter-Glo ATP luminescence; inhibition, % at 5.6 µM; 220,000 compounds, 1.1% hits; AID 1486;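 active = inhibition above a per-campaign cutoff, the mean inhibition of all tested compounds plus 3 SD, cut at about 27% in these data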;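 also: 0% = DMSO wells and 100% = JAK Inhibitor I control wells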
eIF4E 4G PPI – inhibitors of eIF4E and eIF4G interaction in translation initiation; 220,000 compounds, 0.37% hits; AID 782; P63073+Q04637; TR-FRET eIF4E-eIF4GI(517-606) binding, 2 h; inhibition, % at 21.7 µM;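 active = inhibition above about 30%, limit read from the data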;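 also: 0% = full FRET control wells and 100% = background wells lacking eIF4GI fragment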
PERK inhibitor – human PERK inhibition, primary cell-based screen. inhibition, % at 5.6 µM. 220,000 compounds, 0.17% hits. Q9NZJ5. AID 1416. CHO PERK-DD fusion, SEAP luminescence translation reporter;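 active = inhibition above the mean inhibition of all tested compounds plus 3 SD, set separately per screening campaign, cut at about 2.9% in these data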;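 also: PERK kinase domain activated by AP20187 dimerizer at 100 nM; 0% = DMSO with dimerizer and 100% = rapamycin at 8.4 µM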
Target sequence (Q9NZJ5 whole entry, looked up, the tested form may be a part): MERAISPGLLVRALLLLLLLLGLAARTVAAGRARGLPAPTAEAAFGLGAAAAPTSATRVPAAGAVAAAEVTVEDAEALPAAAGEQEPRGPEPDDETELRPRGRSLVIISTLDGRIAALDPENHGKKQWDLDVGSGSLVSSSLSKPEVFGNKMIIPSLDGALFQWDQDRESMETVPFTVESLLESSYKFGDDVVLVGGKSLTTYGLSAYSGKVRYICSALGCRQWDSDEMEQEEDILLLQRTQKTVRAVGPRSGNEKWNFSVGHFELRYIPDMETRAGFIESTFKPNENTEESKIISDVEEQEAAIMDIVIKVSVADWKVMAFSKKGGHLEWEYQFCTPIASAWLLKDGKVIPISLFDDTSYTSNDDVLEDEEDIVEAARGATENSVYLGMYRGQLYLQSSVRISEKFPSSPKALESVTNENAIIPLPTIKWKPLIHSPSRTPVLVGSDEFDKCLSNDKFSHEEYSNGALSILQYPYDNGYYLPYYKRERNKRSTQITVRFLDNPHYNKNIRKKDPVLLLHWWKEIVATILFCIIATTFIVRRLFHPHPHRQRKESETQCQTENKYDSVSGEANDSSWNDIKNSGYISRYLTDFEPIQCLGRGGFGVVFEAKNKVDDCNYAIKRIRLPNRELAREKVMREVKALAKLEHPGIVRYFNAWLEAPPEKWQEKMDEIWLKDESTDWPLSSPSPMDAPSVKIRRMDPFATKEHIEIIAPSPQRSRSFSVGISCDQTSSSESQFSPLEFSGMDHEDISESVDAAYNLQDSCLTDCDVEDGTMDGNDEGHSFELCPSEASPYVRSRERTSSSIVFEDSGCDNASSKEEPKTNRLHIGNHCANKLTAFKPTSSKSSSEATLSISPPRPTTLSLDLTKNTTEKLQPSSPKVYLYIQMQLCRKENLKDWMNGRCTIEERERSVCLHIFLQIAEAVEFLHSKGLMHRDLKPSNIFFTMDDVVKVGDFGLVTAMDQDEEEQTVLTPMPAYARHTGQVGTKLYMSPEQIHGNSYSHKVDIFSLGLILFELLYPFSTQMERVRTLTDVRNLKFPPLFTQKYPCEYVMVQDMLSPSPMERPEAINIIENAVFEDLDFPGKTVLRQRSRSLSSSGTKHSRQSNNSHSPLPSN
S1P4 ag – human S1P4 receptor agonism. 220,000 compounds, 0.35% hits. S1P4-expressing cell line, agonist reporter assay. O95977. activation, % at 4.98 µM; in the data active = activation above about 11%;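 also: 0% = DMSO vehicle and 100% = reference agonist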
Mdm2 ligase inh – Mdm2 E3 ligase (human) inhibition; Q00987; cell-based MDM2 ubiquitination luciferase reporter, 2 h; 0 = plate control, 100 = twice control, blank-subtracted; signal enhancement, % at 5 µM; 210,000 compounds, 0.11% hits;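 active = signal enhancement of 30% or more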;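 also: luminescence tracks abundance of the self-degrading MDM2-luciferase fusion protein; higher signal means inhibition of MDM2 E3 ligase activity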
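Test system: stable mammalian line carrying autodegrading MDM2–luciferase fusion reporter; quantity: 2000 cells in each well; times: 4 h cell settling then 2 h compound exposure, 37 °C; detection: luminescence with SteadyLite reagent, 15 min at room temperature; evaluation: percent signal gain over controls, blank-subtracted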
An asterisk follows results filed as active; x = not tested or not shown; & = joins results of further samples; [ ] = dose if it differs, or a comment.

smiles	NPY-Y2 PAM-ag	Wee1 stabilizer	S1P4 antagonist	Ba/F3 V617F tox	BaF3 parental	eIF4E 4G PPI	PERK inhibitor	S1P4 ag	Mdm2 ligase inh
CCOC(=O)c1[nH]c(C)c(C(=O)NCCCN2CCOCC2)c1C	17	0	2	0	-1	-4	1.9	3.1	-8
c1ccc(Nc2nnc(-c3cccc4ccccc34)o2)cc1	-13	5	-7	0	4	-2	0.9	0.5	-6
COC(=O)c1ccc(NC(=O)CN2C(=O)C3C4C=CC(C4)C3C2=O)cc1 (centres undefined)	-3	-1	4	-4	-2	1	0.6	-0.8	-26
COC(=O)c1sccc1NC(=O)C1CCCCC1C(=O)O (centres undefined)	-8	4	-4	1	7	1	2.9	0.8	-1
O=C(/C=C/c1ccccc1)Nn1cnc2ccccc2c1=O	-12	0	-12	-4	5	4	-0.3	9.9	-10
CCC(CC)C(=O)Nc1cccc(C(=O)NCCc2ccc(S(N)(=O)=O)cc2)c1	-3	-4	-2	-1	3	-6[fluorescence artefact?]	0.4	-1.0	-21
Cc1nc2ccccc2nc1OCc1cccc(Cl)c1	5	-3	-19	3	5	3[fluorescence artefact?]	-1.5	1.2	-11
COc1ccc(/C(C)=N/Nc2ccc(F)cc2F)c(O)c1	5	1	-12	-2	-1	1	-0.2	0.6	-1
Cc1cc2c(ncn2C)c(NS(=O)(=O)c2cc(Cl)ccc2Cl)c1C	9	-2	0	-3	5	x	-0.7	-0.4	-13
O=C(OCc1cc(Cl)ccc1OC(F)F)c1cccnc1	-8	2	5	-4	1	0	1.0	1.1	-20
CSc1sc(-c2nnc(SCC(=O)Nc3ccc(Cl)cc3)n2C)c2c1C=CCC2	2	1	-1	-5	-3	-5	0.8	0.4	-9
O=C(N/N=C/c1cccs1)c1cccc(S(=O)(=O)Nc2ccc(Cl)cc2)c1	0	-1	1	0	1	-3	-0.6	0.7	-2
Cn1cc(S(=O)(=O)c2ccccc2)n(C)c1=O	10	2	4	5	6	1	0.2	-1.8	-5
CC(C)(C)C(=O)NC(=S)Nc1ccccn1	-2	-2	-19	2	0	0	0.6	-1.0	-9
CC(=O)Nc1ccccc1C(=O)C(=O)Nc1ccc(C)c(F)c1	6	18*	-7	0	7	1	0.8	0.7	-3

Next entries follow.
smiles	NPY-Y2 PAM-ag	Wee1 stabilizer	S1P4 antagonist	Ba/F3 V617F tox	BaF3 parental	eIF4E 4G PPI	PERK inhibitor	S1P4 ag	Mdm2 ligase inh
CCN(CC)S(=O)(=O)c1cccc(-c2nnc(SCC(N)=O)n2CCc2ccccc2)c1	-3	1	-8	-3	1	0	0.1	1.7	-3
CCO[C@H]1OC(C(=O)O)=C[C@@H](C)[C@@H]1CCCO	-6	-1	-5	-3	-5	1	1.7	-0.3	x
CCN(CC)CCOc1cc2c(nn1)Oc1ccccc1N2C	-15	1	-5	-5	6	-1	-1.0	-2.6	-9
CCSc1nc2c(c(=O)n(C)c(=O)n2C)n1Cc1ccc(Cl)cc1	1	-1	1	0	7	x	0.4	-1.4	x
O=C(CCl)N(C/C=C/c1ccccc1)c1ccc2c(c1)OCCO2	5	-3	0	40*	5	3	1.0	-0.2	-18
COc1cccc(C2=Nn3c(nnc3-c3ccccc3O)SC2)c1	-12	-2	-1	2	5	4	-0.7	2.7	-7
O=C(Nc1cccc(-c2nc3ccccc3c(=O)o2)c1)c1ccccc1	-3	2	-24	-1	5	6	1.1	1.6	-18
CC(=O)Nc1cccc(NC(=O)c2cc(Cl)ccc2Cl)c1	14	2	13	-2	3	-2	1.5	1.0	-18
COc1ccc(CN(C)CC(=O)Nc2ccc(Cl)cc2C(F)(F)F)c(OC)c1	14	-3	-11	-1	2	-1[fluorescence artefact?]	-0.1	0.7	-17
CN1CC2([N+](=O)[O-])CC=C(Oc3ccccc3)C([N+](=O)[O-])(C1)C2 (centres undefined)	-10	-2	-18	0	6	-1[fluorescence artefact?]	-0.5	1.2	-5
CCc1ccccc1NC(=O)Cn1c(=O)n(-c2ccc(CC(=O)NCC3CCCO3)cc2)c(=O)c2ccccc21 (centres undefined)	-14	0	-5	1	8	-1	0.4	-1.0	14
C/C=C/c1ccc(OCCOc2cccc3cccnc23)c(OC)c1	-10	1	-12	3	7	7	-1.1	2.9	-6
Cc1ccc(S(=O)(=O)N2CCC(C(=O)N(C)C3CCS(=O)(=O)C3)CC2)cc1 (centres undefined)	8	0	-10	-1	2	4	-0.1	0.3	-74
Cc1c(C(=O)NNc2cc(=O)n(C)c(=O)n2C)cccc1[N+](=O)[O-]	7	-1	13	-3	-1	-1	0.5	-0.3	-2
COC(=O)C1CCN(C(=O)C23CCC(C)(C(=O)O2)C3(C)C)CC1 (centres undefined)	1	0	0	0	3	-8[fluorescence artefact?]	1.4	-0.8	0

(further entries)
smiles	NPY-Y2 PAM-ag	Wee1 stabilizer	S1P4 antagonist	Ba/F3 V617F tox	BaF3 parental	eIF4E 4G PPI	PERK inhibitor	S1P4 ag	Mdm2 ligase inh
Cc1ccccc1CSc1nc2[nH]ncc2c(=O)[nH]1	-19	1	-5	2	9	-2	0.9	0.4	3
CCC1CCCCN1Cc1cc(OC)c(O)c([N+](=O)[O-])c1 (centres undefined)	-2	-1	-9	3	7	3	1.4	3.3	8
COC(=O)c1ccc(NC(=O)CCN2CCCCC2)cc1	-4&0	-3&-2	8&0	7&-4	9&2	2&-8[fluorescence artefact?]	-0.2&0.7	-1.3&1.2	-1&-20
O=C1OC(Oc2ccccc2)(c2ccccc2)c2ccccc21 (centres undefined)	13	-4	4	-2	2	1	1.0	1.8	-31
O=C(CN1CCN(S(=O)(=O)/C=C/c2ccccc2)CC1)Nc1ccccc1N1CCOCC1	-4	-1	-4	-1	-6	-11	0.8	-0.7	x
COc1ccc([N+](=O)[O-])cc1NC(=O)c1cc(C)c(C)o1	1	1	-11	0	5	-4	1.5	1.0	-3
COc1ccc(OC)c(-c2oc3ccccc3c(=O)c2O)c1	-7	-3	-1	-2	4	-2	0.2	-0.6	-20
COCCCn1nnnc1SCC(=O)N1CCCC1	12	5	2	-1	-2	2	0.7	0.3	14
CCC(C)[C@H](NC(=O)NC1CCCc2ccccc21)C(=O)OC (some centres undefined)	-4	0	-2	1	-2	-2	-1.5	1.4	-18
O/N=C(\COc1ccccc1O)c1ccccc1	3	2	-1	-3	11	3[fluorescence artefact?]	-0.6	-1.3	-14
Cc1ccc(S(=O)(=O)N2CCN(C(=O)Cc3ccccc3)CC2)cc1	1	-1	-19	2	3	2[fluorescence artefact?]	-2.7	1.1	4
CN=C(Nc1ccc(Br)cc1)SC1CC(=O)N(c2ccc(OC)cc2)C1=O (centres undefined)	25	0	-22	-1	-1	1	0.6	1.6	7
O=C(c1ccc2c(=O)n(-c3ccccc3)c(=O)[nH]c2c1)N1CCCCC1	5	1	-24	0	5	6	0.2	0.9	0
COc1ccc(-c2cc3cc(C(=O)O)ccn3c2C(=O)c2ccccc2)cc1	-1	1	-4	-3	-2	2	0.1	-0.6	-15
CCS(=O)(=O)N1CCN(C(=O)CC(C)C)CC1	9	-1	-22	-2	3	2[fluorescence artefact?]	0.5	-0.6	-14

Next structures:
smiles	NPY-Y2 PAM-ag	Wee1 stabilizer	S1P4 antagonist	Ba/F3 V617F tox	BaF3 parental	eIF4E 4G PPI	PERK inhibitor	S1P4 ag	Mdm2 ligase inh
COc1cc(NC(=O)COC(=O)c2cc(S(=O)(=O)N3CCCCC3)ccc2Cl)c(C)cc1[N+](=O)[O-]	-9	-1	-3	-1	2	-2	0.5	-0.5	2
COc1ccc(NC(=O)CN(C)S(=O)(=O)c2ccccc2)cc1OC	0	3	-13	-7	0	4	0.2	0.8	-19
NNC(=O)CNC(c1ccccc1)c1cc(Br)ccc1NC(=O)c1ccccc1Br (centres undefined)	-9	0	6	3	3	-15	-1.1	-2.6	-13
O=C(c1ccc(-c2ccccc2)c(F)c1)C1CCCN(CCCn2cccn2)C1 (centres undefined)	-14	0	-5	-2	7	5	-2.0	0.4	-10
CC(NC(=O)COC(=O)CCc1nc2ccccc2c(=O)[nH]1)c1ccccc1 (centres undefined)	2	0	-2	0	12	2	0.8	1.2	-5
CCCS(=O)(=O)N1CCCC(C(=O)NCCc2ccc(OC)c(OC)c2)C1 (centres undefined)	0	1	-21	-1	3	-8	0.3	1.1	1
Cc1ccc2cc(COC(=O)c3ccco3)c(=O)[nH]c2c1	-7	-1	-2	1	5	6	0.7	-0.8	-12
CCc1ccc(NC(=O)CC2C(=O)N(c3ccc(C)cc3)C(=O)N2CCc2ccncc2)cc1 (centres undefined)	5	-2	2	2	2	0	0.7	-0.5	2
O=C1CN(C(=O)COC(=O)c2cccc(S(=O)(=O)NCc3ccccc3)c2)c2ccccc2N1	-32	0	12	-2	2	x	-0.7	1.2	-10
CC(C)c1ccc(NC(=O)c2ccc(Br)o2)cc1	-10	1	0	-4	0	-2[fluorescence artefact?]	0.4	0.2	-21
Cc1cc(=O)n2nc(N3CCCC3C(=O)NCCCN3CCCCC3)sc2n1 (centres undefined)	13	-2	-24	2	8	-5	0.7	1.5	-2
CCN(CC)C(=O)Oc1ccc2c(=O)c(-c3ccccc3)coc2c1	-5	6	-9	1	5	1	0.2	-0.5	4
CCn1ccnc1CN(C)Cc1cn(-c2ccc(C)cc2)nc1-c1ccc(F)cc1	-13	-1	-13	1	3	-1	-0.2	1.3	-13
O=C(NC(=S)N1CCCc2ccccc21)c1ccco1	4	3	-4	-5	0	0	0.8	-0.7	-17
COc1ccc(C2CC(c3ccccc3)Nc3ncnn32)cc1 (centres undefined)	11	-1	-5	-1	2	1[fluorescence artefact?]	0.7	1.2	-10

The results go on:
smiles	NPY-Y2 PAM-ag	Wee1 stabilizer	S1P4 antagonist	Ba/F3 V617F tox	BaF3 parental	eIF4E 4G PPI	PERK inhibitor	S1P4 ag	Mdm2 ligase inh
COc1cccc(C(c2nnnn2Cc2ccccc2)N2CCN(C(=O)c3ccco3)CC2)c1OC (centres undefined)	7	1	-6	0	7	13	-1.1	0.9	-30
COc1cc(=O)n(C)c2ccccc12	0	1	-8	-4	3	0	-0.1	-1.5	-11
CCOC(=O)c1cc(-c2ccc(OC(F)F)cc2)nc2nc(SC)[nH]c(=O)c12	16	1	-15	3	8	6	-0.2	1.4	-9
Oc1ccc(/C=N/NC(=S)N2CCOCC2)cc1	-11	0	4	4	9	-1	-0.3	0.9	0
CCN1/C(=C/c2cc[n+](C)cc2)C=Cc2cc(C)ccc21	14	-2	-39	99*	73*	8	-0.4	1.4	-27
CN(C)c1cccc(C(=O)Nc2cccc(F)c2)c1	8	2	-3	-6	2	4	0.3	0.8	0
O=C(N/N=C/c1cccc(O)c1)c1ccc(COc2ccccc2Br)cc1	-16	-2	-20	-1	2	21	1.0	0.2	9
COc1ccc(S(=O)(=O)N(CC(=O)NCc2ccco2)c2ccccc2)cc1	3	1	-11	-3	4	1	-1.6	-1.0	-20
Cc1cccc(NC(=O)c2ccccc2C(=O)O)c1	6	-1	5	1	5	-2	0.5	-0.6	-7
COc1cc(NC(=O)c2ccccn2)cc(OC)c1OC	1	0	4	0	0	1	-0.6	0.0	-10
CCOc1ccc(NC(=O)C2CCN(S(=O)(=O)c3c(C)n[nH]c3C)CC2)cc1	10	0	-9	0	0	2[fluorescence artefact?]	0.1	1.3	-8
Cc1ccc2c(c1)nc(-n1nc(C)cc1C)c1nnnn12	-11	0	-10	-2	5	-2	0.4	2.4	-11
COc1ccccc1N=C1SCC(=O)N1Cc1ccco1	-29	-4	-6	-1	2	-2	1.4	-0.1	-7

An unsorted share of the library. About 4.1% of those tested had a hit in this group.
